# Source: PubChem (National Center for Advancing Translational Sciences (NCATS))
# LMNA splice mod: qHTS Assay for Modulators of Lamin A Splicing; 200,000 compounds, 0.01% hits; Potency, µM (series often up to 46.1 µM), inactives show at the top dose ratio change, negative = inhibition, usual class: inhibitors; HeLa LMNA splicing GFP/RFP minigene ratio, 48 h; active means well fitted inhibition curve with a large enough effect in the signal ratio, with a control signal flat, not every such curve was filed as active; inconclusive means small, poorly fitted or top-dose-only effect, or effect the other way, or a change in a side signal; the % refers to the signal ratio; further: potency means the concentration at half of the fitted maximal effect; on the % scale 0 is the no-effect control and ±100 the full control effect
#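 S3 HeLa cells stably expressing lamin A-EGFP splicing minigene plus DsRed2, 600 cells/well, 48 h compound exposure at 37C. Laser-scanning cytometry; analysed as GFP (500-530 nm)/RFP (575-640 nm) total intensity ratio; 0.5% DMSO vehicle.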
# GAA glycogen mod: qHTS Assay for Inhibitors and Activators of Human alpha-Glucosidase Cleavage of Glycogen; Potency, µM (doses to about 76.4 µM), for inactives: at the highest dose activity change, negative = inhibition, most hits filed as inhibitors; Lysosomal alpha-glucosidase (Homo sapiens), P10253; AID 2100, 2009; 300,000 compounds, 0.38% hits; recombinant GAA, glycogen substrate, Amplex Red glucose oxidase fluorescence;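 further: potency means the concentration at half of the fitted maximal effect; 0% = full enzyme reaction and -100% = no-enzyme basal signal; the screen sought inhibitors and activators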
#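 qHTS, 1536-well; enzyme 4 nM final; cpd up to 77 uM; substrate bovine liver glycogen 30 ug; 50 mM citrate/phosphate pH 5.0, 0.01% Tween-20; 37 C, 40 min; Amplex Red detection 45 min RT; Hill fit → AC50.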
# HTT aggregate: qHTS Multiplex Assay to Identify Dual Action Probes in a Cell Model of Huntington: Aggregate Formation (GFP); PC12 HttQ103-GFP aggregates, Acumen cytometry, 40 h; 220,000 compounds, 1.1% hits; AID 1688, 2009; Potency, µM (top dose mostly 46.1 µM), without a hit: at the highest dose activity change, negative = inhibition, usual class: inhibitors; further: potency means the concentration at half of the fitted maximal effect; on the % scale 0 is the no-effect control and ±100 the full control effect; nearly all actives have a fitted effect of over 60% in size
#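 Huntingtin Q103 exon 1–GFP aggregates in induced PC12 cells (100 nM tebufenozide) were quantified by cytometry from lysates, with compounds dosed in titration.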
# GAA inhib: qHTS Assay for Inhibitors of Human alpha-Glucosidase as a Potential Chaperone Treatment of Pompe Disease; Lysosomal alpha-glucosidase (Homo sapiens), P10253; purified human GAA, 4-MU-alpha-glucoside fluorescence; Potency, µM (doses to about 76.9 µM), for inactives: at the top dose activity change, negative = inhibition, actives largely listed as inhibitors; 200,000 compounds, 0.005% hits; AID 1466, 2008;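 further: potency means the concentration at half of the fitted maximal effect; plate controls were uninhibited enzyme wells for no effect and no-enzyme background for full effect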
#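 Fluorogenic assay: 4 nM human alpha-glucosidase with 400 uM 4-methylumbelliferyl-alpha-D-pyranoside in 50 mM citrate/phosphate, 0.005% Tween-20, pH 5.0, 20 min at room temperature. Compounds tested up to 77 uM; AC50 from Hill fits.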
# HTT ATP protect: qHTS Multiplex Assay to Identify Dual Action Probes in a Cell Model of Huntington: Cytoprotection (ATP); 230,000 compounds, 0.14% hits; PC12 HTT-Q103 induced, cytoprotection, ATP luminescence, 40 h; Potency, µM (series often up to 56.4 µM), inactives show cytoprotection (ATP increase), hits mostly activators;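 further: potency means the concentration at half of the fitted maximal effect; % of control where 0% means no effect; nearly all actives have a fitted effect of over 45% in size; toxic huntingtin expression switched on by the ecdysone agonist tebufenozide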
#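 Rat PC12, Q103 Htt exon1-GFP fusion, ecdysone promoter; tebufenozide inducer 100 nM final; compound titration; qHTS, 1500 cells/well; ATPlite luminescent read.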
# GAA spleen mod: qHTS Assay for Inhibitors and Activators of Human alpha-Glucosidase From Spleen Homogenate | Lysosomal alpha-glucosidase (Homo sapiens), P10253 | human spleen homogenate, 4-MU-alpha-glucoside fluorescence | Potency, µM (top dose mostly 79.9 µM), inactives show top-dose activity change, negative = inhibition, actives largely listed as inhibitors | 240,000 compounds, 0.006% hits | AID 2112, 2009;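 further: potency means the concentration at half of the fitted maximal effect; 0% = enzyme with vehicle and -100% = no enzyme basal signal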
#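 AC50 values come from Hill-equation fits of concentration-response data, normalized to no-enzyme and full-activity controls. Enzyme source: 1 ug human spleen homogenate; 1 mM fluorogenic 4-MU glucoside, pH 5.0 citrate buffer, 37 C, 40 min.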
# CBFb RUNX1 block: qHTS Assay for Compounds Blocking the Interaction Between CBF-beta and RUNX1 for the Treatment of Acute Myeloid Leukemia; Runt-related transcription factor 1 (Homo sapiens) + Core-binding factor subunit beta …; 230,000 tested, under 10 active; AID 1477, 2009; Potency, µM (highest dose often 59.8 µM), for inactives: at the highest dose activity, negative = inhibition, actives largely listed as inhibitors; AlphaScreen CBFb-His/RUNX1-biotin binding, biochemical; further: % of control where 0% means no effect
# Target sequence (Q01196 whole entry, looked up): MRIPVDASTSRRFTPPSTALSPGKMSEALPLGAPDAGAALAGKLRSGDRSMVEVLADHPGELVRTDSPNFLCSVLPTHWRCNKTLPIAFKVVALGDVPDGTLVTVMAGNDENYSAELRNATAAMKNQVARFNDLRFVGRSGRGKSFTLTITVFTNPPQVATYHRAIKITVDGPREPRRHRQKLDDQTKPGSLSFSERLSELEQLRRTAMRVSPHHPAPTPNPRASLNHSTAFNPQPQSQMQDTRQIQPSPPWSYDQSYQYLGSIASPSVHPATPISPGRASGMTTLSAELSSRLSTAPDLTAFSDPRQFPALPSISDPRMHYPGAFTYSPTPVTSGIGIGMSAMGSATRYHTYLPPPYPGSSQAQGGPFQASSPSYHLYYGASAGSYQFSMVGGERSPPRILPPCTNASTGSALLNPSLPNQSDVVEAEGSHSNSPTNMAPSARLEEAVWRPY
# Target sequence (Q13951 whole entry, looked up): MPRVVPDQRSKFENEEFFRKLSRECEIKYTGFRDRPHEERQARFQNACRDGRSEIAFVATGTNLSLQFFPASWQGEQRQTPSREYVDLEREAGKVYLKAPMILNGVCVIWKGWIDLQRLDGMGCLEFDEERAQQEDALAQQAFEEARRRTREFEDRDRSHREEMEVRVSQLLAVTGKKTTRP
#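 AlphaScreen proximity signal reports loss of binding between His-tagged CBF-beta and biotin-labelled RUNX1, each at 30 nM. Proteins are pre-associated for 20 minutes, compounds added for 15 minutes, then beads for 90 minutes, all at ambient temperature.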
# Starred values were filed as active, the others as inactive; ? = inconclusive; nt = not tested or not shown; [ ] = another dose, or the depositor's remark. Unless noted, the call rests on the fitted dose curve; in most records, active means well fitted curve in the direction sought with a large enough effect; inconclusive means small, poorly fitted or top-dose-only effect, or another doubt; inactive means no such curve, though single readings can be large; an effect the other way counts as inactive or inconclusive.
entry	canonical_smiles	LMNA splice mod	GAA glycogen mod	HTT aggregate	GAA inhib	HTT ATP protect	GAA spleen mod	CBFb RUNX1 block
1	Cc1cc(N2CCN(C)CC2)nc2ccc(NC(=S)NCc3cccs3)cc12	nt	-3%	-12%	-9%	1%	-9%	1%
2	CC1(C)NC(=O)N(CNc2cc(Cl)ccc2Cl)C1=O	9%	-8%	-11%	-2%	-11%	-14%	2%
3	COC(=O)c1[nH]c2ccc(F)cc2c1NS(=O)(=O)c1ccc(OC)cc1	?	3%	-8%	3%	nt	-5%	7%
4	O=C(NNc1ncc(C(F)(F)F)cc1Cl)c1ccc(Cl)c(Cl)c1	nt	-23%	3%[9.22 µM]	-1%	0%[10 µM]	-2%	1%
5	CCOC(=O)CSc1nnc(-c2ccc(NS(=O)(=O)c3ccc(C)cc3)cc2)o1	-4%	7%	-1%	-2%	9%[1.9 µM]	5%	0%
6	NC1=NC[C@H](Cc2ccc(O)cc2)N1CCCCC1CCCCC1	nt	-6%	20%[9.22 µM]	nt	29%[10 µM]	-7%	7%
7	CCOC(=O)c1c(-c2ccc(C)o2)csc1NC(=S)NC(=O)N(C)C	?	-19%	-22%	1%	-17%	-11%	-4%
8	COC(=O)c1ccccc1NC(=O)c1cccc(NC(=O)c2ccc(Br)o2)c1C	-1%	-5%	-5%	-4%	-5%	-5%	-9%
9	CCC(C)[C@H]1CNC(=S)N1CCc1cc(C(F)(F)F)cc(C(F)(F)F)c1 (stereo partly drawn)	nt	-14%	-4%[9.22 µM]	nt	3%[10 µM]	-6%	12%
10	O=C(Nc1nc(-c2ccc3c(c2)Cc2ccccc2-3)cs1)c1ccccc1	-12%	9%	-10%	6%	4%[10 µM]	-5%	8%
11	COc1ccccc1NC(=O)Cn1c(CCC(=O)O)ccc1-c1ccc(C)cc1	nt	0%	4%	-3%	-22%	-3%	-8%
12	COC(=O)C1=NNC2(C)C(=O)N(c3ccc(C)cc3)C(=O)C12 (stereo not drawn)	nt	11%	-7%[9.22 µM]	2%	14%[10 µM]	-1%	3%
13	Cc1c(C(=O)O)nn(-c2ccccc2)c(=O)c1C#N	4%	2%	13%	7%[15.4 µM]	-9%	-10%	-4%
14	COC(=O)CC1Oc2ccccc2N(Cc2ccc(C)cc2)C1=O (stereo not drawn)	-4%	0%	-4%	-15%	5%	-12%	7%
15	O=C(NC1CCS(=O)(=O)C1)c1cn(-c2ccccc2)nc1-c1ccccc1 (stereo not drawn)	?	-4%	-10%	1%	-6%	-13%	0%
16	CCNC(=S)N1CCN(c2ccc([N+](=O)[O-])cc2)CC1	2%	-8%	1%	-6%	-2%	-12%	-2%

# Molecules listed so far that have nitrogen in an aromatic ring, in the order listed:
entry	canonical_smiles	LMNA splice mod	GAA glycogen mod	HTT aggregate	GAA inhib	HTT ATP protect	GAA spleen mod	CBFb RUNX1 block
1	Cc1cc(N2CCN(C)CC2)nc2ccc(NC(=S)NCc3cccs3)cc12	nt	-3%	-12%	-9%	1%	-9%	1%
3	COC(=O)c1[nH]c2ccc(F)cc2c1NS(=O)(=O)c1ccc(OC)cc1	?	3%	-8%	3%	nt	-5%	7%
4	O=C(NNc1ncc(C(F)(F)F)cc1Cl)c1ccc(Cl)c(Cl)c1	nt	-23%	3%[9.22 µM]	-1%	0%[10 µM]	-2%	1%
5	CCOC(=O)CSc1nnc(-c2ccc(NS(=O)(=O)c3ccc(C)cc3)cc2)o1	-4%	7%	-1%	-2%	9%[1.9 µM]	5%	0%
10	O=C(Nc1nc(-c2ccc3c(c2)Cc2ccccc2-3)cs1)c1ccccc1	-12%	9%	-10%	6%	4%[10 µM]	-5%	8%
11	COc1ccccc1NC(=O)Cn1c(CCC(=O)O)ccc1-c1ccc(C)cc1	nt	0%	4%	-3%	-22%	-3%	-8%
13	Cc1c(C(=O)O)nn(-c2ccccc2)c(=O)c1C#N	4%	2%	13%	7%[15.4 µM]	-9%	-10%	-4%
15	O=C(NC1CCS(=O)(=O)C1)c1cn(-c2ccccc2)nc1-c1ccccc1 (stereo not drawn)	?	-4%	-10%	1%	-6%	-13%	0%
